Screening data deposited in PubChem by several laboratories.
ABHD5-PLIN5 inh: inhibitors of human ABHD5-perilipin-5 interaction; Split G. princeps luciferase complementation, luminescence, 4 h; inhibition, % at 4 µM; AID 602281; hit rate 0.78% among 360,000;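 active = inhibition above the mean inhibition across every tested compound plus 3 SD, cut at about 22% in these data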;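 also: 0% = DMSO only wells and the 100% control is not disclosed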
N-glyco inh: blocks N-linked glycosylation in D54 reporter cells; D54 ERlucT glycosylation luciferase reporter, 24 h; percent of 100 nM tunicamycin response; reporter increase, % at 12.5 µM; hit rate 0.23% among 360,000;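 active = mean luciferase reporter signal, scaled so untreated is 0 and the glycosylation-blocking control 100, at or above a set limit in every replicate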;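 also: luciferase carries N-glycosylation sites so blocking glycosylation raises the light; 0% = median of neutral control wells and 100% = median of 100 nM tunicamycin wells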
PDI inh: blocks human protein disulfide isomerase activity; P07237; inhibition, % at 10 µM; PDI insulin aggregation turbidity, A650, 90 min; hit rate 0.052% among 350,000;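 active = mean inhibition across replicates of 30% or more, whatever share of single replicates reach that level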;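 also: absorbance from insulin aggregation driven by PDI reduction with DTT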
Target sequence (P07237 whole entry, looked up): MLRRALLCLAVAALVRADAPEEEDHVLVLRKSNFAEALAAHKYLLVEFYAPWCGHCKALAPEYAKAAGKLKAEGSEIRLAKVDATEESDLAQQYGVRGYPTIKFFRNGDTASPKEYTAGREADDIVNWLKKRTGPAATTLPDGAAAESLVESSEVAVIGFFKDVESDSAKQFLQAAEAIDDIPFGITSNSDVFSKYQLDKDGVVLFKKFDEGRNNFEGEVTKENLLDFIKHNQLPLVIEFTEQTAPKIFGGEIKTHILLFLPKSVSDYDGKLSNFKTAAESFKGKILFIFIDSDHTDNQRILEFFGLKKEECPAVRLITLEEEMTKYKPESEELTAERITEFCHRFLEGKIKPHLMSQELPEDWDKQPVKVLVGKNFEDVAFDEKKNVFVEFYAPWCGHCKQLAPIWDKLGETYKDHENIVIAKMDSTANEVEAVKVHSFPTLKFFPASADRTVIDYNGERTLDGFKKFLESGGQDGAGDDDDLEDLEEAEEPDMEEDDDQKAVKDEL
MC4R ag barr: activates human MC4R beta-arrestin recruitment. U2OS MC4R beta-arrestin complementation, luminescence; percent of melanotan II response, DMSO zero. hit rate 0.98% among 360,000. activation, % at 8.9 µM;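 active = activation above a per-plate cutoff, the mean activation of sample wells on that plate plus 3 SD, cut at about 8% in these data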
Cardio protect: myocardial damage modulation in H9c2 cells | AID 588492 | hit rate 0.63% among 360,000 | protection from H2O2 cell death, % at 20 µM | H9c2 cardiomyocytes, H2O2 injury protection, ATPLite, 2 h;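 active = compounds giving at least 50% protection of heart cells from peroxide-induced death in the single-dose screen, raw or plate-pattern-corrected value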;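 also: 0% = DMSO wells with peroxide and 100% = DMSO wells without peroxide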
CaV13 FRET inh: Primary screen for inhibitors of IQ motif and Ca2+-dependent inactivation inhibitor domain binding in CACNA1D, Förster resonance energy transfer in living cells, …; inhibition, % at 12.3 µM; hit rate 0.098% among 340,000; HEK cells, CFP/YFP FRET ICDI-IQ, plate reader, 10 min; percent FRET-ratio fall versus neutral wells; AID 743397;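 active = mean replicate inhibition of at least 30% and at least 1% of replicates passing that level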;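 also: 0% = median of the neutral control wells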
ABCB6 inh 2: inhibitors of human ABC transporter ABCB6 | fluorescence ratio to DMSO, % at 10 µM | Q9NP58 | hit rate 0.19% among 360,000 | K562-ABCB6 porphyrin accumulation, flow cytometry, 1 h; hits give low values;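 active = fluorescence ratio to DMSO below 75%, the collection mean minus 3 SD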;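 also: signal is porphyrin accumulated inside mitochondria; 100% equals median channel fluorescence of DMSO control wells; lower ratio means ABCB6 inhibition with less porphyrin fluorescence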
MC4R antag cAMP: blocks human MC4R cAMP signaling. P32245. AID 540295. inhibition, % at 6.5 µM. MC4R-expressing cells, MTII-stimulated cAMP, LANCE TR-FRET. hit rate 0.48% among 360,000;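 active = inhibition above its plate's cutoff, the mean of tested wells on that plate plus 3 SD, cut at about 29% in these data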;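 also: 0% = Melanotan II alone and 100% = Melanotan II plus saturating MCL0020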
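System: U2OS cells stably expressing human melanocortin 4 receptor (MC4R). Reagent: Melanotan II challenge after compound preincubation. Doses: 6.5 µM. Times: 30-min compound, 1-h challenge, 1-h detection, room temperature. Measured by: TR-FRET with Eu-cAMP and labeled anti-cAMP, 671 nm. Replicates: singlicate.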
Exocytosis inh: blocks lytic granule exocytosis; inhibition, % at 10 µM; TALL-104 LAMP-1 surface exposure, flow cytometry; cells stimulated with thapsigargin and PMA; hit rate 0.66% among 360,000;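 active = inhibition above about 55%, limit read from the data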
m5-HT2A agonist: mouse HTR2A agonism via beta-arrestin recruitment. AID 624169. activation, % at 7.6 µM. CHO-K1 mHTR2A beta-arrestin complementation, luminescence; percent of 30 µM serotonin response. hit rate 0.66% among 360,000;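 active = activation above a run cutoff, the mean activation of all tested compounds plus 3 SD, cut at about 14% in these data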;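 also: 0% = plate median of compound wells and 100% = 30 µM serotonin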
Target sequence (P35363 whole entry, looked up): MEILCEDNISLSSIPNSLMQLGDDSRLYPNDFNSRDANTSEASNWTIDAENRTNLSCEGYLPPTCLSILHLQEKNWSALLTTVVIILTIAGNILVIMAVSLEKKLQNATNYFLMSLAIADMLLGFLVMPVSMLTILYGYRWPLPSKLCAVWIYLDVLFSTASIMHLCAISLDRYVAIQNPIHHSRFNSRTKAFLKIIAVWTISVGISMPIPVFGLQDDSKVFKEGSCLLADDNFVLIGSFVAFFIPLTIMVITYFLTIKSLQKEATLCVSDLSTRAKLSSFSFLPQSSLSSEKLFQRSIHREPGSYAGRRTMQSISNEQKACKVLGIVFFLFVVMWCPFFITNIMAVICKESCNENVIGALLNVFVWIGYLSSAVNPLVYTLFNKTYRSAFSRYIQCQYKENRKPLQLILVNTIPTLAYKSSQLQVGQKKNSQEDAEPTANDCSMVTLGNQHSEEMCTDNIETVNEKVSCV
Starred values were filed as active, the others as inactive; x = no result given.

mol,PDI inh,Exocytosis inh,ABHD5-PLIN5 inh,MC4R antag cAMP,N-glyco inh,MC4R ag barr,m5-HT2A agonist,Cardio protect,ABCB6 inh 2,CaV13 FRET inh
C=CCn1cc(C(=O)NCC2CCCO2)c(=O)c2cc(S(=O)(=O)N3CCCCCC3)ccc21 (centres undefined),10.8,-0.3,10.4,14.5,-1.0,-2.2,0.2,6.5,94.0,x
CC(C)Oc1cccc(C(=O)Nc2nnc([C@@H]3C[C@H](O)[C@@H](CO)O3)s2)c1,0.3,-5.1,4.4,2.6,0.7,1.6,0.2,-2.9,94.0,-5.2
O=C(O)C1CCCCC1C(=O)NCCCn1ccnc1 (centres undefined),-1.9,-4.1,0.1,3.2,1.4,-1.8,2.6,0.4,100.0,-3.9
O=C(Oc1ccc(OC(=O)N2CCCCC2)cc1)c1ccccc1,5.0,-4.4,-4.3,4.7,2.3,2.1,2.1,-3.7,102.0,-2.6
CCOC(=O)c1c(-c2ccc(OC)cc2)oc2c1C(OC(C)=O)CCC2 (centres undefined),x,0.5,-1.8,x,x,x,3.7,x,96.0,-10.3
CC(C(=O)O)n1c(C(F)(F)F)nc2ccccc21 (centres undefined),-0.4,0.4,1.8,4.5,0.2,-0.4,-0.5,13.0,112.0,-2.5
CCOC(=O)c1cccc(NC(=O)CCNS(=O)(=O)c2cc(Br)cnc2N)c1,15.0,-3.9,-7.3,-1.0,-1.6,-0.8,-2.4,-2.7,95.0,-2.8
CCOC(=O)/C(N=Nc1ccc(F)cc1)=C(/O)c1ccc([N+](=O)[O-])cc1,-0.9,0.2,4.0,-6.1,0.7,-0.1,1.1,-7.6,107.0,x
CCn1c(-c2ccco2)nc2ccccc21,8.4,-0.9,5.3,-6.8,-2.1,-0.5,-0.8,-7.4,126.0,-3.8
Cc1ccc(-n2nnnc2/C=C\Nc2cc(C)on2)cc1,-1.0,1.1,-0.4,21.1,-1.1,-2.6,0.2,1.2,106.0,-13.5
O=c1[nH]c(C2CCN(S(=O)(=O)Cc3ccccc3)CC2)nc2c1nnn2Cc1ccccc1,3.0,-3.1,2.6,-11.8,2.3,0.2,-3.5,3.6,99.0,-2.7
O=C1NCC2=C1C(c1ccccc1)Nc1ccccc1N2 (centres undefined),-2.9,1.6,-7.3,7.7,0.0,1.9,-0.8,0.3,101.0,-5.5
CCOc1ccc(N2C(=O)CC(NCCc3ccncc3)C2=O)cc1 (centres undefined),2.3,-0.7,1.2,-0.5,1.5,0.9,-1.9,4.0,104.0,-9.5
CCCc1nc2oc3cc(OC)ccc3c(=O)c2c(=O)n1CCc1ccccc1,-2.1,11.2,3.1,15.8,0.3,-0.5,0.7,23.4,95.0,-20.5
Cc1cc(Cl)ccc1NC(=O)C(=O)N/N=C/c1ccc2c(c1)OCO2,-75.7,-11.9,-2.5,3.0,-0.1,-1.5,1.0,-1.5,97.0,-4.5
CC(=O)NC(C(=O)OCC(=O)N(c1ccccc1)c1ccccc1)C(C)C (centres undefined),6.7,0.4,-0.1,11.6,-0.6,0.1,-1.5,4.4,99.0,3.2

Entries of single compounds, quoted from the list.
CCOC(=O)/C(N=Nc1ccc(F)cc1)=C(/O)c1ccc([N+](=O)[O-])cc1 reads PDI inh: -0.9; Exocytosis inh: 0.2; ABHD5-PLIN5 inh: 4.0; MC4R antag cAMP: -6.1; N-glyco inh: 0.7; MC4R ag barr: -0.1; m5-HT2A agonist: 1.1; Cardio protect: -7.6; ABCB6 inh 2: 107.0; CaV13 FRET inh: x
CC(=O)NC(C(=O)OCC(=O)N(c1ccccc1)c1ccccc1)C(C)C (centres undefined) reads PDI inh: 6.7; Exocytosis inh: 0.4; ABHD5-PLIN5 inh: -0.1; MC4R antag cAMP: 11.6; N-glyco inh: -0.6; MC4R ag barr: 0.1; m5-HT2A agonist: -1.5; Cardio protect: 4.4; ABCB6 inh 2: 99.0; CaV13 FRET inh: 3.2

Additional structures
mol,PDI inh,Exocytosis inh,ABHD5-PLIN5 inh,MC4R antag cAMP,N-glyco inh,MC4R ag barr,m5-HT2A agonist,Cardio protect,ABCB6 inh 2,CaV13 FRET inh
CCN1CCN(CC(=O)N2N=C(c3cccs3)CC2c2ccc(C)cc2)C(=O)C1=O (centres undefined),-6.6,-2.0,-1.3,-1.3,3.2,-2.6,1.5,2.3,95.0,-2.4
CN(CC#CCC(c1ccccc1)c1ccccc1)C(C)(C)C,7.5,19.4,5.6,1.4,-2.3,0.9,-6.5,-14.9,101.0,-5.4
N#C/C(=C\c1ccccc1)C(=O)N1CCC(C(N)=O)CC1,-10.7,2.2,5.0,-2.2,2.8,0.2,-4.0,2.0,98.0,-7.5
CC(=O)Nc1nc(SCc2cccc3ccccc23)n[nH]1,-8.1,-2.1,-9.4,-0.2,1.0,-2.7,-2.9,1.7,98.0,-6.0
Cc1ccc(S(=O)(=O)NCc2ccco2)cc1C(N)=O,3.1,2.1,1.7,6.6,-0.4,-2.2,3.3,0.1,106.0,-6.9
CCn1ccnc1C(O)c1ccc(N(C)C)cc1 (centres undefined),-2.8,6.0,7.2,-9.0,0.9,-2.0,-3.9,0.4,97.0,-4.0
N#CC1=C(N)N(c2ccccc2)C2=C(C(=O)CCC2)C1c1cccs1 (centres undefined),10.0,6.1,2.5,0.4,-1.1,-0.1,0.7,5.8,102.0,-6.2
CCN(CC)C(=O)COc1ccc2c(-c3ccc(OC)cc3)cc(=O)oc2c1,2.3,-7.1,4.3,-2.8,-2.1,-1.7,-1.1,5.9,99.0,-4.5
CCc1noc(C)c1C(=O)N1CCCC(Nc2cccc(F)c2)C1 (centres undefined),6.9,-8.5,5.5,13.6,1.4,-1.7,3.0,-3.0,96.0,-3.4
Cc1ccc(Cl)cc1NC(=O)CCNC(=O)N1CC(=O)Nc2ccccc21,10.2,-1.8,3.6,8.8,13.6,-0.9,-6.3,3.0,95.0,-2.3
COc1ccc(-c2ccn(-c3cccc(F)n3)n2)cc1,3.5,-1.8,2.1,7.7,-10.3,-2.9,-4.4,0.0,114.0,-2.5
O=C(CS(=O)(=O)c1cn(Cc2ccc(F)cc2)c2ccccc12)N1CCCCC1,-10.5,0.4,-3.1,2.0,-3.4,-2.4,-1.9,2.8,95.0,-4.8
Cc1[nH]c2ccccc2c1C=NNC(=O)c1cc(-c2cccnc2)nc2ccccc12,0.3,5.7,-0.6,-9.9,1.5,-3.4,-7.3,25.3,92.0,-6.6
CCC(C)(C)C1CCc2[nH]nc(C(=O)NCC3CC3)c2C1 (centres undefined),-0.2,4.1,-7.0,13.5,-2.7,1.9,1.0,-2.9,96.0,-11.6
CN(C)Cc1cc(C(C)(C)C)c(O)c(C(C)(C)C)c1,3.6,0.6,-3.9,8.3,-2.4,0.2,-0.8,-1.0,91.0,-5.6
O=C(CCCn1c(=O)c2sccc2n(CC(=O)OCc2ccccc2)c1=O)NCc1ccco1,7.0,-1.3,1.6,5.3,0.1,-1.9,2.4,5.0,95.0,-8.3
CCOC(=O)c1oc2ccc(S(=O)(=O)n3nc(-c4ccc(OC)cc4)cc3N)cc2c1C,2.8,6.6,1.6,-0.5,7.0,-2.0,1.5,-20.8,98.0,-6.5
CCCC(=O)Nc1nnc(-c2cccc(OCC)c2)s1,2.1,-2.2,-3.2,-5.6,0.0,-2.1,5.7,-0.8,92.0,-5.7
Cc1cccc(/C=N/NC(=O)c2c(-c3ccccc3)noc2C)c1O,3.8,-5.8,-16.4,1.1,-6.4,-4.0,-12.3,54.1*,98.0,x
CCN1CCN(CC(=O)Nc2cc(C)c(C)cc2[N+](=O)[O-])CC1,-11.2,17.7,0.6,11.9,0.4,0.8,-2.9,-0.3,101.0,-4.0
Cc1noc(C)c1S(=O)(=O)N(C)C[C@H]1Oc2ccc(NC(=O)Cn3cnnn3)cc2C(=O)N([C@H](C)CO)C[C@@H]1C,-2.6,-0.5,-1.6,5.7,1.4,-2.1,-2.9,2.6,98.0,-4.2
CCC1CCCCN1C(=O)c1cc(S(=O)(=O)N2CCOCC2)ccc1C (centres undefined),0.0,-0.3,-3.2,4.7,-1.2,-0.5,-1.5,2.1,104.0,-17.3
N/C(=N\OC(=O)CCN1C(=O)c2ccccc2C1=O)c1ccccn1,-2.4,-1.6,2.4,16.7,2.0,0.1,2.6,15.8,97.0,-6.5
O=C(CCCCCNc1nc(=S)[nH]c2ccccc12)NCCc1ccccc1,1.5,3.6,6.0,-11.9,-0.5,0.8,-2.1,-0.8,98.0,-4.6
Fc1ccc(CSc2nnc(-c3cccnc3)n2Cc2ccco2)cc1,3.7,2.8,15.8,5.6,1.9,-0.1,0.7,8.4,95.0,-5.6
Cc1cc(C(=O)Nc2ccc3ccccc3c2)c(C)o1,15.5,19.8,6.0,2.2,-9.1,2.6,3.4,-11.7,99.0,-7.3
CS(=O)(=O)c1ccc(Cl)c(NC(=O)COC(=O)c2cccc(S(=O)(=O)N3CCCC3)c2)c1,11.4,2.7,3.8,15.2,1.9,-1.7,-2.1,7.8,101.0,-3.7
O=C(Nc1c(F)cc(F)cc1Br)c1cc(S(=O)(=O)N2CCN(c3ccccn3)CC2)ccc1F,0.4,3.3,2.2,-0.8,-0.2,-2.1,-1.3,-6.3,86.0,-1.0
COc1ccc(CCNC(=O)C(NS(=O)(=O)c2cccc3nsnc23)C(C)C)cc1OC (centres undefined),3.5,-3.1,-3.7,3.5,1.3,-3.3,4.8,-2.5,102.0,-4.9
CCCCN1C(=O)CC(N2CCOCC2)C1=O (centres undefined),3.7,-0.1,-2.6,10.8,0.0,3.2,4.8,-4.7,98.0,-3.6
N#CCCN(Cc1cccnc1)C(=S)NC(=O)c1ccco1,-4.5,-2.7,2.9,3.0,2.1,-0.5,9.1,15.8,89.0,1.8
CCSc1n[nH]c(=O)[nH]c1=O,1.0,7.0,1.7,1.4,1.9,-1.1,-0.2,-2.2,99.0,-4.9
Cc1ccc(CNc2ccc(N3CCOCC3)c(C(=O)O)c2)s1,-16.6,-2.8,9.2,1.3,-0.1,2.3,11.0,3.1,101.0,-6.2
CCCCn1c(N)c(N(CCOC)C(=O)CCCc2nc3ccccc3c(=O)[nH]2)c(=O)[nH]c1=O,0.9,12.6,6.6,4.0,1.1,-2.4,9.1,2.3,98.0,-14.6
CCOc1ccccc1C(=O)N(Cc1sccc1C)C1CCS(=O)(=O)C1 (centres undefined),0.2,-0.2,8.8,3.2,x,-1.4,1.5,6.1,100.0,-5.2
O=C(CN1C(=O)CSCC1=O)Nc1ccc2c(c1)OCO2,-8.0,-0.8,0.8,7.6,0.8,-1.7,-3.0,14.1,98.0,-6.2
CSc1ccc(OCC(=O)Nc2ccc(N3CCOCC3)c(Cl)c2)cc1,4.7,-21.0,-0.7,-3.6,0.1,-0.7,11.4,-3.7,94.0,-3.3
O=C(NCCNC(=O)c1ccc([N+](=O)[O-])cc1)c1ccncc1,5.3,-2.8,-6.6,5.8,1.0,-2.1,4.4,-5.3,101.0,6.5
O=C(NC(=S)N1CCOCC1)c1ccccc1Cl,1.1,17.3,-0.4,-0.6,-0.7,-2.6,-5.4,0.4,105.0,-7.4
CCC(=O)Nc1ccccc1C(=O)N1CCCC1,1.2,0.1,0.1,4.1,0.7,0.1,5.0,3.7,93.0,-4.3
